# From PubChem
# SARS 3CLpro inh: SARS-CoV 3CLpro protease inhibition; inhibition, % at 6 µM; recombinant SARS-CoV 3CLpro, quenched FRET peptide cleavage; P0C6X7; 290,000 compounds, 0.14% hits; AID 1706; in the data active means inhibition above about 12%
# TcdB GH inh: inhibitors of Clostridioides difficile toxin B glycohydrolase; P18177; TcdB glycohydrolase enzymatic assay, plate reader; inhibition, % at 9.99 µM; 350,000 compounds, 0.24% hits; AID 652162; in the data active means inhibition above about 10%
# BoNT A protease: inhibitors of Botulinum neurotoxin A light chain protease. multiplex microsphere protease substrate cleavage, flow cytometry. inhibition, % at 10 µM. 360,000 compounds, 0.17% hits. AID 588499; further: plate controls were buffer without enzyme for full effect and enzyme alone for no effect
# PfHsp40 yeast: restores yeast growth despite PfHsp40 toxicity; S. cerevisiae expressing PfHsp40, growth rescue, ATP luminescence; growth rescue, % at 12.5 µM; 340,000 compounds, 0.68% hits; AID 504582; in the data active means growth rescue above about 28%, passing the limit was not always enough; inconclusive means no clear call, values can overlap the other calls;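 further: yeast W303a lacking pdr1 and pdr3 grown in galactose medium; growth measured after three days at 30 °C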
# Yp Topo-I inh: Y. pestis Topo-I inhibition via cleavage products | Y. pestis Topo-I cleavage product accumulation, plate reader | activity, % at 10 µM | 360,000 compounds, 0.064% hits; in the data active means activity above about 50%, passing the limit was not always enough; inconclusive means no clear call, values can overlap the other calls; further: inactives centre near 2
# Anthrax LF inh2: blocks Bacillus anthracis lethal factor protease. P15917. multiplex microsphere protease cleavage assay, LF. inhibition, % at 10 µM. 360,000 compounds, 0.12% hits; further: plate controls were buffer without enzyme for full effect and enzyme alone for no effect
# Target sequence (P15917 whole entry, looked up): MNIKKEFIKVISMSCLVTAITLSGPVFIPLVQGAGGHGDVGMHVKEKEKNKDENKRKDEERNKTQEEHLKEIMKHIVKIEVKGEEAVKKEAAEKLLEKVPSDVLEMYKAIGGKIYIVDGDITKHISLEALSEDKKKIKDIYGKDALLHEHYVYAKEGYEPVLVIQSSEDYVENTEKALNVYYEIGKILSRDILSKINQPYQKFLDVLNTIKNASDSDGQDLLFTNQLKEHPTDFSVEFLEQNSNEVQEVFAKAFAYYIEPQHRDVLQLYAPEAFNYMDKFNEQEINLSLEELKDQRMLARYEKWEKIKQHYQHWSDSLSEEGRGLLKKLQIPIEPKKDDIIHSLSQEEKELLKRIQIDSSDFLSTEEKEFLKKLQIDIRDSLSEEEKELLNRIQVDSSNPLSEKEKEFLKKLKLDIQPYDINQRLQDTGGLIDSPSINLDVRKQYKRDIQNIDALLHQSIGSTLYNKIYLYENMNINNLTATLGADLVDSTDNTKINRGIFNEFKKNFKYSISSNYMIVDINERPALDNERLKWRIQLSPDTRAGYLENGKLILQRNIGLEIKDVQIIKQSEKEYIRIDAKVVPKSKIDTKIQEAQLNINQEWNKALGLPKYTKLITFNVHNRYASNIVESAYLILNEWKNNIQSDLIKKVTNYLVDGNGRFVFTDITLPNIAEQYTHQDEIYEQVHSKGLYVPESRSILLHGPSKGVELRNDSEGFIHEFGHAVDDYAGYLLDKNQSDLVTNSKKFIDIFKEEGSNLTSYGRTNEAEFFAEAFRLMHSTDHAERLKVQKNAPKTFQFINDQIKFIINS
# SSB-PriA inh: inhibitors of Klebsiella pneumoniae PriA binding to SSB C-terminal tail. AlphaScreen SSBct-PriA binding, biotinylated peptide. 430,000 compounds, 0.6% hits. AID 1272365. inhibition, % at 33 µM; in the data active means inhibition mostly above about 37%, no sharp cut-off; inactive means mostly below about 20%;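 further: plate controls were negative control peptide for no effect and reference peptide for full effect; strong numbers were not always called active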
# CCHF vOTU inh: blocks the CCHF virus ovarian tumor domain protease | CCHFV vOTU protease, Pep-AMC fluorescence | 370,000 compounds, 0.55% hits | inhibition, % at 11.5 µM; in the data active means inhibition above about 30%; further: 0% = vehicle wells with enzyme and 100% = no enzyme wells
# BH1578 lux ind: inducers of Vibrio cholerae quorum light production without autoinducers | V. cholerae BH1578 lux reporter, luminescence, 6 h | 350,000 compounds, 0.16% hits | AID 588436 | activation, % at 18.7 µM; in the data active means activation mostly above about 9.7%, no sharp cut-off; inconclusive means no clear call, values can overlap the other calls; inactive means mostly below about 3.7%; further: not every result past the cut was called active; inactives centre near 0; reference of the scale not given here
# DUSP3 inh: DUSP3 (human) phosphatase inhibition; 290,000 compounds, 0.52% hits; inhibition, % at 13.3 µM; AID 1654; recombinant VHR phosphatase, pNPP absorbance; P51452; in the data active means inhibition above about 50%; further: some compounds called inactive have numbers as strong as hits
# Target sequence (P51452 whole entry, looked up): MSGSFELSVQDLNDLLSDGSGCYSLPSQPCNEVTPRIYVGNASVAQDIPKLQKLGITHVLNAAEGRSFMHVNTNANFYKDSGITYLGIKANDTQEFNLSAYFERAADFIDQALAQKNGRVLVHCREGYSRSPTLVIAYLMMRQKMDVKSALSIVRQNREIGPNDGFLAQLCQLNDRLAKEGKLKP
# * hit, by the source's call; i = inactive; ? = inconclusive; · = not tested or not shown; & = joins results of further samples. Unless noted, no stated cut-off is given here; in the data, active means inhibition above about 30%; inconclusive means no clear call, values can overlap the other calls; inactive means below that. These rows are one share of the data; count on the stated rates, not on these rows.
SMILES,SARS 3CLpro inh,TcdB GH inh,BoNT A protease,PfHsp40 yeast,Yp Topo-I inh,Anthrax LF inh2,SSB-PriA inh,CCHF vOTU inh,BH1578 lux ind,DUSP3 inh
O=C(CS(=O)(=O)c1cn(CC(=O)N2CCOCC2)c2ccccc12)Nc1ccccc1F,-8,-0.8,0.8,-0.4,-10,0,5,-3,i,18
CCOc1cc(S(=O)(=O)n2nc(C)cc2C)ccc1F,-8,·,-0.7,-0.4,2,0,-20,2,-3.1,-13
CCN(C(=O)CN1C(=O)S/C(=C\c2ccc(Cl)cc2)C1=O)C1CCS(=O)(=O)C1 (stereo not drawn),2,0.7,-0.4,-0.1,4,-1,-2,4,-0.4,34
COc1ccc(-n2ncc3c2CC(C)(C)CC3NC(=O)CCc2c(C)noc2C)cc1 (stereo not drawn),0,-8.7,-2.8,1.1,15,-1,4,8,-0.6,14
CC(=O)Cn1c(CN2CCN(C(=O)c3ccco3)CC2)nc2c1c(=O)n(C)c(=O)n2C,2,0.1,1.5,-2.1,6,0,2,-3,i,6
O=C(CSC1CCCCC1)Nc1ccccc1Br,-8,1.0,-0.1,2.7,21,0,-41,12,-0.3,-8
CN1CCN(S(=O)(=O)c2ccc3[nH]cc(C(=O)O)c(=O)c3c2)CC1,-2,1.5,-1.6,-0.5,2,0,-1,-9,i,14
CCC(c1nnnn1-c1ccc2c(c1)OCCO2)N1CCN(C(C)=O)CC1 (stereo not drawn),·,1.3,0.6,·,·,-8,·,8,·,·
COc1ccc(-c2n[nH]c(=S)n2-c2ccc3c(c2)OCCO3)cc1,0,·,-0.1,0.1,-5,2,-10,-3,i,2
CCOc1ccc(S(=O)(=O)Nc2ccc(C(=O)N3CCCC3)cc2)cc1C(N)=O,2,1.5,1.4,-0.6,-8,0,-10,-2,-0.2,-20
CCc1ccc(OCC(=O)N2CCN(c3ccccc3F)CC2)cc1,2,2.3,0.5,1.1,11,2,-6,13,i,8
COc1ccc(Cl)cc1NS(=O)(=O)c1cccc(C(=O)NCC(c2ccco2)N2CCCC2)c1 (stereo not drawn),·,1.8,2.2,·,0,-1,5,-1,-0.7,·
O=C(CCCC1=NS(=O)(=O)c2ccccc2N1)NCCc1ccc(Cl)cc1,-3,-0.1,-2.0,0.3,10,-2,-11,0,-0.4,-9
O=C(COC(=O)C12CC3CC(CC(C3)C1)C2)NC12CC3CC(CC(C3)C1)C2,2,·,?,6.7,23,?,-3,5,-0.7,8
CN(C)/C=C(\C#N)C(=O)Nc1ccc(F)c(Cl)c1,2,1.6,0.3,0.4,0,-20,-5,-4,-0.5,6
COc1ccc(C(=O)OCC(=O)N(C)C2CCS(=O)(=O)C2)cc1S(=O)(=O)N(C)Cc1ccccc1 (stereo not drawn),·,-1.5,3.6,·,8,-7,13,-13,-0.7,·
Cc1cccc(Sc2c(C=O)c3ccccc3n2C)c1,1,·,0.2,9.0,30,3,-43,-11,1.3,33
COc1cccc(CN(CC2CCCO2)S(=O)(=O)c2ccc(-n3cnnn3)c(OC)c2)c1 (stereo not drawn),-2,0.4,-0.5,1.5,14,-9,-7,11,-0.3,34
O=C(Nc1ccccc1C(=O)O)/C(=C/c1ccc([N+](=O)[O-])cc1)NC(=O)c1ccc(Br)o1,1,-0.7,-0.4,-1.7,2,7,8,-12,-0.4,-12
CC(=O)N1CCN(C(c2ccccc2)c2nnnn2C(C)(C)C)CC1 (stereo not drawn),·,1.6,-0.1,·,·,10,·,-3,·,·

# 9 structures out of the list, sorted by length of the SMILES, falling.
SMILES,SARS 3CLpro inh,TcdB GH inh,BoNT A protease,PfHsp40 yeast,Yp Topo-I inh,Anthrax LF inh2,SSB-PriA inh,CCHF vOTU inh,BH1578 lux ind,DUSP3 inh
O=C(Nc1ccccc1C(=O)O)/C(=C/c1ccc([N+](=O)[O-])cc1)NC(=O)c1ccc(Br)o1,1,-0.7,-0.4,-1.7,2,7,8,-12,-0.4,-12
O=C(CS(=O)(=O)c1cn(CC(=O)N2CCOCC2)c2ccccc12)Nc1ccccc1F,-8,-0.8,0.8,-0.4,-10,0,5,-3,i,18
O=C(COC(=O)C12CC3CC(CC(C3)C1)C2)NC12CC3CC(CC(C3)C1)C2,2,·,?,6.7,23,?,-3,5,-0.7,8
CN1CCN(S(=O)(=O)c2ccc3[nH]cc(C(=O)O)c(=O)c3c2)CC1,-2,1.5,-1.6,-0.5,2,0,-1,-9,i,14
O=C(CCCC1=NS(=O)(=O)c2ccccc2N1)NCCc1ccc(Cl)cc1,-3,-0.1,-2.0,0.3,10,-2,-11,0,-0.4,-9
CCC(c1nnnn1-c1ccc2c(c1)OCCO2)N1CCN(C(C)=O)CC1 (stereo not drawn),·,1.3,0.6,·,·,-8,·,8,·,·
CC(=O)N1CCN(C(c2ccccc2)c2nnnn2C(C)(C)C)CC1 (stereo not drawn),·,1.6,-0.1,·,·,10,·,-3,·,·
CN(C)/C=C(\C#N)C(=O)Nc1ccc(F)c(Cl)c1,2,1.6,0.3,0.4,0,-20,-5,-4,-0.5,6
O=C(CSC1CCCCC1)Nc1ccccc1Br,-8,1.0,-0.1,2.7,21,0,-41,12,-0.3,-8

# (listing goes on)
SMILES,SARS 3CLpro inh,TcdB GH inh,BoNT A protease,PfHsp40 yeast,Yp Topo-I inh,Anthrax LF inh2,SSB-PriA inh,CCHF vOTU inh,BH1578 lux ind,DUSP3 inh
CN1CCN(S(=O)(=O)c2cccc(C(=O)Nc3ccccc3N3CCCCC3)c2)CC1,·,-1.0,-0.8,1.0,-7,-1,0,-1,-17,·
COc1ccc2cc(CN(Cc3ccco3)C(=S)NCC3CCCO3)c(=O)[nH]c2c1 (stereo not drawn),2,0.2,0.2,0.5,36,6,1,13,-0.2,13
Cc1c(OCC(=O)NCCCn2ccnc2)ccc2c3c(c(=O)oc12)CCC3,-3,-0.3,-0.8,-0.5,3,1,-3,-9,-0.6,6
COc1ccc(N(C)S(=O)(=O)c2cccc3cccnc23)c(OC)c1,4,2.6,-1.1,-1.1,9,-1,-11,-9,0.9,28
COc1ccc(N=CC2=C(O)CC(C)(C)CC2=O)cc1,0,·,-0.4,0.6,-7,-8,-12,12,0.7,7
O=C(c1ccc(F)cc1)C1CCN(C(=O)NC2CCCCC2)CC1,2,·,-0.8,-1.4,12,2,1,4,i,6
CCOCCCNC(=S)N(Cc1ccco1)Cc1cc2cc3c(cc2[nH]c1=O)OCCO3,6,0.8,0.2,0.8,22,-7,-21,-29,1.2,11
COc1ccc(C)cc1Nc1n[n+](C)c(-c2ccc(O)cc2O)s1,7,1.8,-0.3,-1.7,1,-3,1,5,i,21
CCc1ccc(NC(=O)CSc2nnc(CNC(=O)c3ccc(OC)cc3)o2)cc1,-2,-0.2,0.2,0.4,23,0,-3,-6,-0.2,18
O=C1C2CCCN2C(=O)N1CCCCN1CCN(c2cccc(C(F)(F)F)c2)CC1 (stereo not drawn),1,1.9,·,-0.5,1,·,-1,2,0.4,-4
O=C(CC1SC(N2CCCC2)=NC1=O)Nc1ccc(C(=O)N2CCCC(C(F)(F)F)C2)cc1 (stereo not drawn),·,1.2,-1.4,1.1,13,-1,-14,6,0.6,·
CC(NC(=O)/C=C/c1ccccc1[N+](=O)[O-])C1CC2CCC1C2 (stereo not drawn),-3,1.8,1.0,1.0,-4,4,-11,7,-0.3,7
C[C@H]1C(=O)N(C)CCN1C(=O)c1ccc(OC2CCN(CCc3ccccc3)CC2)cc1,·,0.6,-0.3,·,4,1,·,14,-0.8,·
CCOC(=O)c1nnn(-c2nonc2N)c1-c1ccc(OC)cc1,6,·,-0.4,-0.4,-3,-1,2,6,-2.2,-6
CC1CCN(S(=O)(=O)c2cccc(-c3cn4cc(Cl)ccc4n3)c2)CC1,4,-0.3,-0.1,13,13,-3,1,-5,·,30
COc1ccc(-n2nc(C(=O)NCC(=O)Nc3cc(OC)c(OC)c(OC)c3)c3ccccc3c2=O)cc1OC,-1,1.0,-3.8,-0.8,30,-13,-3,-1,-0.3,15
COc1ccc(/C=N/N(c2ccccc2)c2ccccc2)cc1O,2,0.2,-2.7,-1.4,-11,1,·,-2,-0.6,2
COC(=O)c1cc(OC)c(OC)cc1NC(=O)Cc1cccs1,1,1.6,-0.2,-0.1,5,-1,-5,-9,-0.4,-18
Cn1c(Cc2cccs2)nnc1SC/C=C/c1ccccc1,2,·,0.2,0.2,18,-5,9,-11,-0.2,-9
COc1ccc(C(=O)Nc2ccc(S(=O)(=O)N3CCCCC3)cc2)cc1,-4,·,-0.1,6.4,3,-1,-8,-10,-1.6,19
COc1ccc(C2NC(=O)C(=O)/C2=C(\O)c2ccc(Cl)cc2)cc1OC (stereo not drawn),2,0.3,-1.3,-0.2,5,-7,·,7,-2.2,10
CCc1ccc(N2CC(C(=O)OCc3nc4ccsc4c(=O)[nH]3)CC2=O)cc1 (stereo not drawn),·,0.4,0.2,-1.0,-2,-4,5,-4,-2.6,·
Cc1ccc(C(=O)Oc2cccc(NC(=O)c3ccccc3)c2)cc1C,5,·,0.8,7.9,13,-4,-1,10,-0.7,-8
Cc1cc(Cl)ccc1C(=O)C1CCCN(C(=O)c2n[nH]c3c2CCCC3)C1 (stereo not drawn),1,-0.8,-1.4,-0.4,29,0,3,4,-0.3,13
CC(C)c1ccc(NC2CCCN(C(=O)CC3CCCC3)C2)cc1 (stereo not drawn),2,1.3,-1.1,1.4,34,-4,27,27,i,-5
Cc1cccc(C)c1Cn1c(C)c(C(=O)NCc2ccccc2C(F)(F)F)sc1=O,·,0.9,-0.1,·,23,0,·,3,i,·
CN(C(=O)c1ccccc1F)C(c1ccccc1)c1ccccc1,2,1.0,1.2,0.9,29,2,-16,5,-0.5,25
C=CCOc1cccc(/C=C/c2nc3ccccc3c(=O)[nH]2)c1,-1,-0.5,0.1,·,7,14,4,-5,-0.5,-2
CCOC(=O)N1CCN(C(=O)CSc2nc3nc(C)cc(C)n3n2)CC1,·,1.2,-0.3,2.2,-5,2,-10,-3,-3.2,·
CSCCC(NC(=O)c1ccccc1)C(=O)NCc1ccc(S(N)(=O)=O)cc1 (stereo not drawn),0,1.5,-2.9,0.6,-1,-1,-10,-17,-0.6,-7
COc1ccc(S(=O)(=O)Nc2ccc(C)cn2)cc1,-1,1.0,2.2,0.4,-8,-2,-12,-19,-0.5,1
COc1ccc(CC(=O)OCC(=O)Nc2ccc(OC(F)F)cc2)cc1OC,·,1.4,0.6,2.1,0,-6,-3,-1,-0.5,·
CCC(=O)Nc1ccc(-c2csc(NNC(C)=O)n2)cc1,0,5.2,-0.8,-1.4,-17,0,-8,2,-0.2,-2
CCCOP(=O)(OCCC)C(Nc1ccc(C(=O)O)cc1)c1ccccc1 (stereo not drawn),7,-3.2,0.0,-0.2,-7,-1,2,2,-1.1,-10
COc1cccc(-c2ccc3c(c2)O[C@@H](CN(C)C(=O)C2CCOCC2)[C@H](C)CN([C@H](C)CO)S3(=O)=O)c1,·,1.8&-1.4&0.7,0.2,·,29,-2,·,-11,-0.8,·
N#C/C(C(N)=O)=C1/SC(Cc2ccc(F)cc2)C(=O)N1c1ccccc1 (stereo not drawn),3,8.3,?,1.6,-10,2,-5,8,-0.8,26
O=C1CCCC/C=C\C[C@H](CC(=O)N(CCO)Cc2ccccc2)C(=O)N[C@@H](Cc2ccccc2)CO1,·,1.6,-0.4,-1.1,24,-4,2,-2,-0.7,·
O=C(CN1CCc2ccccc2C1)Nc1ccccc1C(F)(F)F,2,-0.5,-3.5,2.1,14,-7,-47,14,-0.2,-3
